# Screens: PubChem, several laboratories
# Mtb UGM inh: inhibitors of M. tuberculosis UDP-galactopyranose mutase; purified UGM, fluorescence polarization probe displacement; inhibition, % at 10 µM; 320,000 tested, 0.06% active; AID 504406; in the data active means inhibition above about 10%, passing the limit was not always enough; inconclusive means no clear call, values can overlap the other calls
# Target sequence (P9WIQ1 whole entry, looked up): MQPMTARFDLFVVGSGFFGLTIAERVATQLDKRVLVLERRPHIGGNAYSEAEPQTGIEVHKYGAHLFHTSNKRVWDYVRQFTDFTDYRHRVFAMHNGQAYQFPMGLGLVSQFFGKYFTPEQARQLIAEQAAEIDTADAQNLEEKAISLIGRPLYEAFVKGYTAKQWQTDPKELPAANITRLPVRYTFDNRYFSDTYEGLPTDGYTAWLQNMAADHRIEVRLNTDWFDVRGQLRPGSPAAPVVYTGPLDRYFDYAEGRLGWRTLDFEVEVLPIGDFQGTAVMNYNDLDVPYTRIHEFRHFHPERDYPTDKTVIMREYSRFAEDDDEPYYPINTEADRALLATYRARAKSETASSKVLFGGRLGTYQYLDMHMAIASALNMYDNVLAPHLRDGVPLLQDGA
# FadD28 binding: blocks FadD28 binding to the bisubstrate probe; fluorescence polarization; inhibition, % at 12.5 µM; 360,000 tested, 0.22% active; in the data active means inhibition above about 8.5%, passing the limit was not always enough; inconclusive means no clear call, values can overlap the other calls
# Anthrax LF prot: inhibitors of Bacillus anthracis lethal factor protease | inhibition, % at 10 µM | multiplex microsphere protease cleavage assay, LF | P15917 | 360,000 tested, 0.12% active; further: plate controls were buffer without enzyme for full effect and enzyme alone for no effect
# PfHsp40 rescue: restores yeast growth despite PfHsp40 toxicity; S. cerevisiae expressing PfHsp40, growth rescue, ATP luminescence; growth rescue, % at 12.5 µM; 340,000 tested, 0.68% active; AID 504582; in the data active means growth rescue above about 28%, passing the limit was not always enough; inconclusive means no clear call, values can overlap the other calls;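 further: yeast W303a lacking pdr1 and pdr3 grown in galactose medium; growth measured after three days at 30 °C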
# BoNT-F LC inh: inhibitors of Botulinum neurotoxin F light chain protease; Multiplex microsphere protease cleavage assay, flow cytometry; inhibition, % at 10 µM; 360,000 tested, 0.22% active; AID 588497; in the data active means inhibition above about 35%, passing the limit was not always enough; inconclusive means no clear call, values can overlap the other calls; further: plate controls were buffer without enzyme for full effect and enzyme alone for no effect
# Mtb FBA inh: Mtb fructose-bisphosphate aldolase inhibition | purified M. tuberculosis FBA, fluorescence read-out | inhibition, % at 1 µM | 360,000 tested, 2.3% active | AID 588726; in the data active means inhibition above about 27%;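 further: 0% = vehicle and 100% = reference inhibitor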
# Target sequence (P9WQA3 whole entry, looked up): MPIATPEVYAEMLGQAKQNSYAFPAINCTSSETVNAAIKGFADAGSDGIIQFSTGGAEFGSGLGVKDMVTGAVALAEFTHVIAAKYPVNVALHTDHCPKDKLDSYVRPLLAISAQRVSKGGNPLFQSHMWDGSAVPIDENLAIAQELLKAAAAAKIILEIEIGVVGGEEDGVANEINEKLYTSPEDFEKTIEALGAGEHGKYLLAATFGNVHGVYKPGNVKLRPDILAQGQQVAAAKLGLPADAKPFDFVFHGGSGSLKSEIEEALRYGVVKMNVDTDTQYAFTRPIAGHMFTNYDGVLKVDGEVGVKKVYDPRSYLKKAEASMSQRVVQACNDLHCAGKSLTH
# BoNT A protease: blocks Botulinum neurotoxin A light chain protease. AID 588499. inhibition, % at 10 µM. 360,000 tested, 0.17% active. multiplex microsphere protease substrate cleavage, flow cytometry; further: plate controls were buffer without enzyme for full effect and enzyme alone for no effect
# GDH-TPI counter: inhibits GDH-TPI coupling enzymes, artifact for Mtb FBA screen. GDH-TPI coupled enzyme counterscreen, NADH absorbance. inhibition, % at 4.8 µM. 360,000 tested, 1.2% active; in the data active means inhibition above about 30%;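 further: 0% = DMSO wells and 100% = wells lacking the enzyme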
# Mtb BioA inh: BioA (M. tuberculosis) enzyme inhibition; purified M. tuberculosis BioA enzyme, plate reader; inhibition, % at 9.99 µM; 360,000 tested, 0.096% active; AID 602481; in the data active means inhibition above about 40%; inconclusive means no clear call, values can overlap the other calls
# Active calls of the source: *; ? = inconclusive; / = no result given; + = active, no number; & = joins results of further samples. Unless noted, no stated cut-off is given here; in the data, active means inhibition above about 30%; inconclusive means no clear call, values can overlap the other calls; inactive means below that.
smiles,Anthrax LF prot,GDH-TPI counter,Mtb BioA inh,Mtb FBA inh,BoNT A protease,FadD28 binding,PfHsp40 rescue,Mtb UGM inh,BoNT-F LC inh
CCS(=O)(=O)N1Cc2ccccc2CC1C(=O)Nc1ccccc1OC (configuration not stated),2,10,-0.1,5,-0.2,-1.2,-2.8,1.1,8
Cc1ccc2c(C)nc(Nc3nc(CSc4nnc(C)s4)cc(=O)[nH]3)nc2c1,-7,12,-0.4,-5,-0.1,-3.9,6.2,-3.3,-4
Cc1ccc2nc(-c3ccc(Br)cc3)cc(C(=O)NCC3CCCO3)c2c1 (configuration not stated),-3,19,-1.4,2,0.9,0.8,/,/,5
COc1ccc(-c2cc(C(=O)NCCCN3CCOCC3)no2)cc1,0,2,4.9,4,-0.2,-0.9,0.3,5.6,-3
CCOc1ccc2[nH]c(=O)c(CN(Cc3ccc(F)cc3)C(=O)c3ccco3)cc2c1,-2,3,-0.9,14,0.4,-3.5,-1.1,-1.7,2
O=S(=O)(c1ccc2ccccc2c1)N1CCN(C2CCN(Cc3ccccc3)CC2)CC1,0,-9,-1.2,2,-0.9,-3.8,-0.3,1.5,0
Cc1c(NS(=O)(=O)c2ccccc2)c(=O)n(-c2ccccc2)n1C,-3,-1,0.9,0,0.6,-3.3,-1.4,-2.4,-6
O=C(NC(=O)N1CCN(c2ccc([N+](=O)[O-])cn2)CC1)c1ccccc1F,-1,21,-2.9,-3,-0.3,-3.5,0.7,0.5,-10
Cc1nc(-c2noc(-c3cccc(Cl)c3)n2)c(C(F)(F)F)o1,-5,-3,/,0,-0.6,1.4,0.5,-2.8,-3
COc1ccc(CNC(=O)c2nc(S(=O)(=O)Cc3ccccc3)ncc2Cl)cc1,-4,-2,0.8,5,0.6,-0.7,3.4,0.5,-1

# Quoted at random: 3 entries already listed.
smiles,Anthrax LF prot,GDH-TPI counter,Mtb BioA inh,Mtb FBA inh,BoNT A protease,FadD28 binding,PfHsp40 rescue,Mtb UGM inh,BoNT-F LC inh
Cc1nc(-c2noc(-c3cccc(Cl)c3)n2)c(C(F)(F)F)o1,-5,-3,/,0,-0.6,1.4,0.5,-2.8,-3
O=C(NC(=O)N1CCN(c2ccc([N+](=O)[O-])cn2)CC1)c1ccccc1F,-1,21,-2.9,-3,-0.3,-3.5,0.7,0.5,-10
O=S(=O)(c1ccc2ccccc2c1)N1CCN(C2CCN(Cc3ccccc3)CC2)CC1,0,-9,-1.2,2,-0.9,-3.8,-0.3,1.5,0

# (list continues)
smiles,Anthrax LF prot,GDH-TPI counter,Mtb BioA inh,Mtb FBA inh,BoNT A protease,FadD28 binding,PfHsp40 rescue,Mtb UGM inh,BoNT-F LC inh
COc1cc(/C=C/C2=NNC(=O)CC2)cc(OC)c1OC,-4,45*,0.3,8,0.0,0.0,-1.0,0.8,19
Cc1ccc(C(=O)OCC(=O)NC2CCCc3ccccc32)o1 (configuration not stated),6,17,-2.1,3,0.3,-1.7,-1.1,0.9,-3
Cc1ccc(/C=C/C(=O)OCC(=O)NCCc2ccc(S(N)(=O)=O)cc2)o1,-4,30,-0.7,1,-0.1,1.1,1.0,2.5,6
O=C(NC(=S)Nn1cnnc1)c1ccccc1,2,4,-0.5,-1,-0.1,-3.4,-1.4,-2.4,-9
Cc1ccc2cc(CCNC(=O)CCCc3ccccc3)c(=O)[nH]c2c1C,1,9,-0.7,2,-0.6,-1.6,-0.8,1.6,2
COc1cc2c(cc1OC)C(c1cccc(F)c1)CC(=O)N2 (configuration not stated),/,3,2.7,-1,/,-1.0,0.8,-0.7,/
COCCCNC(=O)CSc1nc2c(sc3ccccc32)c(=O)n1CCCC(=O)NCC1CCCO1 (configuration not stated),0,9,/,-1,0.6,-0.7,0.2,-1.4,-6
CCCNS(=O)(=O)c1ccc(OCC(=O)N(C)Cc2ccccc2)cc1,-2,12,0.4,-1,-0.6,-0.5,0.8,-0.5,3
O=C(COC(=O)C1CCN(/C=C/C(=O)C(F)(F)F)CC1)Nc1ccccc1,0,25,/,0,1.1,-2.2,-1.0,0.3,4
CC(=O)N1CCc2cc(S(=O)(=O)NC(Cc3ccccc3)C(=O)O)ccc21 (configuration not stated),1,9,-5.4,1,-0.1,-2.6,0.4,1.2,1
CN1C[C@@H]2[C@@H]3C(=O)N(C)C(=O)[C@@H]3[C@](C)(C1=O)N2C(=O)c1ccc(F)cc1,-5,-4,-1.4,-3,-0.4,-2.9,2.0,/,-3
COCCNc1nnc(SCC(=O)c2cc(C)n(C3CC3)c2C)s1,0,5,0.3,-2,0.0,-0.5,/,/,-4
CC1(C)CC(NC(=O)COc2ccc(Cl)cc2Cl)CC(C)(C)N1,-2,12,-1.8,0,-1.9,-2.8,-1.3,0.2,0
CCc1ccc(C(=O)NNc2ccc(F)cc2)cc1,5,3,/,-1,1.0,-0.3,-0.7,2.5,0
CN(C)CCCN=Cc1c(O)n(CCc2ccccc2)c(=O)[nH]c1=O,-1,-6,-2.8,-1,1.2,0.6,0.7,1.4,0
Cc1cccc(C(C)C)c1NC(=O)COC(=O)CN1C(=O)C2CC=CCC2C1=O (configuration not stated),-1,3,-2.2,-1,0.4,-1.8,-0.5,-1.3,-2
COCCn1c(N)c(N(Cc2ccccc2)C(=O)c2oc3ccccc3c2C)c(=O)[nH]c1=O,-2,9,-3.4,-1,0.5,0.8,0.2,-0.9,9
COCCNC(=O)C(c1cccc(OC)c1)N(C(=O)Cn1nnc2ccccc21)c1cccnc1 (configuration not stated),6,2,1.0,-5,-0.8,-4.3,-1.0,0.6,?
CCC(C)NC(=O)CSc1nnc(-c2ccoc2C)n1CC1CCCO1 (configuration not stated),4,-3,-7.0,-1,0.3,0.1,0.0,0.4,9
N#CCC(=N)N1CCN(c2ccc(F)cc2)CC1,-14,9,/,3,0.9,0.3,-1.4,2.3,0
CNS(=O)(=O)c1cccc(C(=O)OCC(=O)c2ccc3c(c2)OCCO3)c1,/,4,-1.0,-1,/,2.4,-1.8,/,/
CN(CC(=O)Nc1cccc(F)c1)C(=O)/C=C/c1cn(Cc2ccccc2)nc1-c1cccnc1,-1,8,20,-1,-13,-8.5,-0.2,-1.0,-31
CCCCCc1nc2c(c(=O)c3ccccc3n2C)c(=O)n1C1CCCCCC1,2,11,/,-1,0.4,-0.8,10,-0.2,-3
CN(C)c1c([N+](=O)[O-])cc(N2C(=O)C=CC2=O)cc1[N+](=O)[O-],-10,9,-0.7,-3,-0.7,-3.8,2.6,/,-7
O=C(CSc1ccccc1)N1CCN(c2ccccc2)CC1,-2,5,2.0,4,-0.1,-4.5,-0.4,2.1,-6
O=C(c1cccs1)N(CCN1CCCCC1)CC1CCCN(C2CCCC2)C1 (configuration not stated),-1,3,-1.1,-2,-1.4,-1.2,-0.4,1.4,-4
CCOCCCNC(=O)c1ccc2c(c1)ncn2-c1ccccc1OC,0,0,2.1,6,2.1,-0.9,-1.4,4.9,10
Cc1cc(N2O[C@H]3C=C[C@@H]2C3)no1,-2,-5,-1.0,-1,0.0,-4.9,-1.0,/,6
CCN1CCc2c(sc(NC(=S)NC(=O)c3ccco3)c2C(N)=O)C1,/,18,-2.0,-1,/,0.6,/,5.1,/
Nc1nnc(SC2CC(=O)N(c3ccccc3)C2=O)s1 (configuration not stated),/,7,2.4,3,/,0.7,1.3,2.8,/
O=C(c1cc(Cl)nc2ccccc12)N1CCCCC1,-1,1,0.5,3,0.5,-2.4,-0.4,0.2,14
O=C(c1cccc(F)c1)N1CCCC(C(=O)N2CCCCCC2)C1 (configuration not stated),14,6,-2.0,0,-1.4,-3.8,-1.2,0.3,29
COc1ccc2c(c1)C(C)=CC(C)(C)N2C(=O)CNCc1ccc2c(c1)OCO2,-8,8,6.1,3,3.7,-1.4,-0.2,-1.1,-8
O=C(NNc1ccccc1C(F)(F)F)c1cccs1,-3,0,-0.3,0,?,-4.2,1.4,1.1,?
COc1cccc(N=Nc2ccc(O)c3ncccc23)c1,-2,4,4.1,10,1.5,-4.1,1.0,-1.9,-6
Nn1c(SCC(=O)Nc2ccccc2)nnc1C1CCCCC1,-1,-12,0.3,0,-0.2,-1.9,0.5,0.6,-3
O=C(c1ccco1)N1CCN(C(=O)c2snc3ccc(Cl)cc23)CC1,-2,16,3.1,0,-0.7,-1.0,0.3,0.8,3
Cc1cc(C(=O)Nc2ccc(Cl)cc2)n(-c2ccccc2)n1,8,-2,-0.1,0,-2.4,-1.9,0.3,0.7,-12
COC(=O)c1ccc(CNC(=O)COC(=O)/C=C/c2ccc(O)c(OC)c2)cc1,-7,19,0.5,4,-0.8,-0.8,-0.6,-2.0,-8
COc1ccc(C2C(C(N)=O)=C(C)Nc3nc(CCCO)nn32)cc1OC (configuration not stated),-12,-2,/,3,-11,-2.9,2.1,1.1,?
COc1cc(OCc2ccccc2)c2c(CCC(=O)O)cc(=O)oc2c1,-5,22,/,+,0.0,-2.5,2.4,/,-5
CC1CNCCN1S(=O)(=O)c1cccc2cnccc12 (configuration not stated),-5&-3,6&0,0.4&-0.2,2&1,0.3&0.5,0.7&-0.5,-0.5&0.1,-2.5&-3.5,-5&-1
C[C@H]1CN([C@@H](C)CO)C(=O)c2cc(NC(=O)C3CCCCC3)ccc2O[C@H]1CN(C)S(=O)(=O)c1ccccc1,-12,7,7.1&-0.1,1,-0.3,-3.2,-1.7,0.2,-9
COc1cccc(OC)c1OCCCCN1CCCCC1,-7,-2,2.7,0,-3.3,-2.1,0.8,-4.2,-24
COc1ccc(NC(=O)C2Cc3cccc(OC)c3O/C2=N\O)cc1 (configuration not stated),-2,1,-0.6,1,-1.7,-1.2,/,0.3,18
COc1ccc(CC(=O)OCC(=O)Nc2ccc(Cl)cn2)cc1,-3,1,0.9,3,0.4,-2.1,-0.8,2.1,-3
c1ccc(-c2nc3nc4ccccc4nc3n2Cc2ccco2)cc1,-4,26,2.9,3,0.2,-4.3,3.4,0.2,-7
Cc1sc(NC(=O)COc2cccc(-n3cnnn3)c2)c(C#N)c1C,-2,9,-2.4,-1,0.6,1.7,2.2,-1.1,5
COc1ccc(CN2CCNCC2)cc1,7,7,-0.8,3,0.7,-1.3,-0.7,-0.8,-14
Cc1cc(Cl)ccc1OCC(=O)NNC(=O)C1CCCO1 (configuration not stated),2,2,/,1,-0.9,-0.9,-0.7,1.0,10

# Carrying on.
smiles,Anthrax LF prot,GDH-TPI counter,Mtb BioA inh,Mtb FBA inh,BoNT A protease,FadD28 binding,PfHsp40 rescue,Mtb UGM inh,BoNT-F LC inh
c1ccc(OCCSc2nnnn2C2CCCCC2)cc1,-4,-4,/,8,-0.4,-0.7,0.2,3.4,-1
CSCCC(NC(N)=O)C(=O)N(C)CC(=O)Nc1cc(C)ccc1C (configuration not stated),6,-3,-1.8,-7,1.2,-3.7,0.7,0.8,?
c1ccc(-c2nc3ccccc3o2)nc1,-1,-5,-1.6,29*,1.0,-2.8,-1.2,-1.0,-4
CCSc1ncc(C)cc1[N+](=O)[O-],0,5,/,7,-0.7,-1.2,-0.2,0.0,2
COc1ccc(NC(=O)Nc2ccc3c(c2)OCO3)c(C)c1,/,9,-1.4,3,/,0.9,-2.4,-0.3,/
Cn1cc(CCNC(=O)C2CCC(=O)N(CCc3ccc(Cl)cc3)C2)cn1 (configuration not stated),-1,-3,0.4,-2,0.3,-3.6,-0.5,1.0,8
Cc1ccc(N(CC(=O)Nc2ccccc2-c2ccccc2)S(=O)(=O)c2ccccc2)c(C)c1,2,3,/,-6,0.4,-1.1,1.0,-4.3,-2
CN(C(=O)CCNC(=O)Cn1cnc2ccccc2c1=O)c1ccccc1F,1,8,-0.3,1,-0.3,0.0,-0.3,-0.3,-2
C(=C\n1nnc2ccccc21)/c1ccccn1,-5,27,5.3,-1,-0.2,-4.5,1.1,-1.2,-7
COc1ccc(-n2cnnc2SCC(=O)N2CCN(S(=O)(=O)c3ccccc3)CC2)cc1,1,-1,-2.2,11,0.4,-0.3,-1.7,1.1,10
